Assay outcomes as filed in PubChem BioAssay.
RGS4 block: RGS4 inhibitors, primary screen, cell-based, HEK293 M3R inducible RGS4, calcium flux; hit rate 0.45% among 310,000; Fluo-4 calcium flux; hits give high values; triggered by carbachol at its EC20; B-score at 10 µM; Regulator of G-protein signaling 4 (Homo sapiens), P49798;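 active = B-score, a plate-corrected calcium signal, over three deviations above library mean, with baseline fluorescence within five deviations of library mean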;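 note: RGS4 expression induced by doxycycline in cells with stable M3 receptor; B-score is computed from the integrated fluorescence ratio over baseline after carbachol; higher B-score means a larger calcium signal and so more RGS4 inhibition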
Target sequence (P49798 whole entry, looked up): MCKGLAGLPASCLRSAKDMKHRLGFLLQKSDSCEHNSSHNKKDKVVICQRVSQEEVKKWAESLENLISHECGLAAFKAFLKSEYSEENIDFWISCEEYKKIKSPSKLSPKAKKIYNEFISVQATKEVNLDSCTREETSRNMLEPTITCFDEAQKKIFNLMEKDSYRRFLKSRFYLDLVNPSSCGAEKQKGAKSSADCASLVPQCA
HDAC3 inh: HDAC3 deacetylase inhibitors, primary screen, biochemical, fluorescence, cell-free homogeneous; Histone deacetylase 3 (Homo sapiens), O15379; recombinant HDAC3, fluorogenic peptide/trypsin coupled; inhibition, % at 8.3 µM; hit rate 0.15% among 320,000; AID 2718, 2010; in the data active = inhibition above about 26%, passing the limit was not always enough; inconclusive = no clear call, values can overlap the other calls
Target sequence (O15379 whole entry, looked up): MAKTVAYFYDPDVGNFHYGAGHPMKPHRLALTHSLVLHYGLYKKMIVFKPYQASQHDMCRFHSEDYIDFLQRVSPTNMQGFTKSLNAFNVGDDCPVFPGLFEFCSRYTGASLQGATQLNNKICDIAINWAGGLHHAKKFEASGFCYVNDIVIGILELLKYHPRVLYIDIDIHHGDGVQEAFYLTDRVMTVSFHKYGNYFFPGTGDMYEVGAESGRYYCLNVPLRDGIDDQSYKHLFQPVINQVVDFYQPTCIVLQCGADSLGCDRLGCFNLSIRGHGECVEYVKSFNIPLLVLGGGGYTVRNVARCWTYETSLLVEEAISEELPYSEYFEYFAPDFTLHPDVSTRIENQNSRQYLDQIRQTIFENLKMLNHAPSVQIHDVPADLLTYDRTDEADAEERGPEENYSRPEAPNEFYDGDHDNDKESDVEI
MrgX1 allo act: positive allosteric modulators of MrgX1, primary screen, HEK293 cells, Fluo-4 calcium flux; FDSS; hits give high values; hit rate 0.63% among 310,000; B-score at 10 µM; Mas-related G-protein coupled receptor member X1 (Homo sapiens), Q96LB2;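 active = plate-corrected calcium response at least 3 library SD above typical, normal starting fluorescence, not activating the receptor alone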;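 note: compound read alongside a low EC10 to EC30 dose of BAM8-22 agonist; peak minus trough fluorescence over baseline measured at the second addition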
Target sequence (Q96LB2 whole entry, looked up): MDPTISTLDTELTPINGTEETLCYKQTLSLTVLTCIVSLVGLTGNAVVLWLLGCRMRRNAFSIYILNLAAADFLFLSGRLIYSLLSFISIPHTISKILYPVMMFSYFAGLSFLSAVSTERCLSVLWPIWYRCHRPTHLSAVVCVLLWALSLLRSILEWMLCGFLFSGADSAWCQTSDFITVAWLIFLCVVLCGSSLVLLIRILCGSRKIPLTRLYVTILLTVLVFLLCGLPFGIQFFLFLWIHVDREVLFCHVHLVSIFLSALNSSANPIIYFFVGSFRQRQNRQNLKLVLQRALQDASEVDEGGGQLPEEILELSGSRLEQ
RGS4 act: RGS4 potentiators or activators, primary screen, cell-based, HEK293 M3R inducible RGS4, calcium flux | AID 463111, 2010 | B-score at 10 µM | carbachol calcium flux Fluo4; hits give low values | hit rate 0.92% among 310,000;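 active = B-score of the integrated calcium signal more than 4 SD below the library mean, with starting fluorescence not abnormally high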;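 note: negative B-score means reduced calcium response which marks RGS4 activation or potentiation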
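Test system: HEK293 cells with stable M3R and inducible RGS4; also added: carbachol at ECmax as muscarinic agonist stimulus; schedule: dye loading 30 min 37 °C, buffer rest 30 min RT; technique: kinetic calcium fluorescence imaging with Fluo4-AM dye, 2 µM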
TMEM16A act: TMEM16A chloride channel activators or potentiators, primary screen, cell-based, HTS; Anoctamin-1 (Mus musculus), Q8BHY3; HEK293 TMEM16A/YFP-H148Q/I152L, iodide quench fluorescence; hits give low values; B-score at 10 µM; hit rate 0.3% among 340,000; AID 623877, 2012;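 active = fluorescence-ratio B-score plate-corrected deviation score at least 3 library SD below zero, with starting fluorescence score within 5 deviations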;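 note: channel opened by trigger with iodide after compound preincubation; score built on the fluorescence ratio of max minus min over baseline; more negative score means more quench and so TMEM16A activation or potentiation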
MrgX1 antagonist: antagonists of human MrgX1 receptor, primary screen, HEK293 cells, Fluo-4 calcium flux; BAM8-22 antagonism; hits give low values; B-score at 10 µM; hit rate 1.3% among 310,000;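 active = calcium-response B-score plate-corrected more than 3 library SD below zero, starting fluorescence within 5 deviations, no agonist response on first addition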;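 note: peak minus trough fluorescence over baseline after final BAM8-22 challenge near maximal dose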
MrgX1 ag: agonists of human MrgX1 receptor, primary screen, HEK293 cells, Fluo-4 calcium flux. Mas-related G-protein coupled receptor member X1 (Homo sapiens), Q96LB2. Fluo-4 calcium fluorescence, agonist mode; hits give high values. B-score at 10 µM. hit rate 0.44% among 310,000;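 active = calcium response B-score plate-corrected fluorescence ratio at least 3 library SD, with starting fluorescence B-score inside 5 SD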
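System – MrgX1-expressing HEK293 cells · Incubation – cells plated overnight, dye loaded 0.5 h 37 °C, 0.5 h room temperature · Technique – kinetic Fluo-4 NW fluorescence of intracellular calcium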
TRPC6 activator: mouse TRPC6 channel activators, primary screen, cell-based, HEK293, membrane potential dye; AID 2550, 2010; Short transient receptor potential channel 6 (Mus musculus), Q61143; hit rate 0.13% among 310,000; HEK293-TRPC6 membrane potential dye fluorescence; hits give high values; B-score at 10 µM;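 active = B-score of the integrated fluorescence ratio above library mean plus 3 SD, and starting fluorescence ratio within library mean plus 5 SD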;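 note: higher score means more depolarization so channel activation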
TMEM16A inh: TMEM16A chloride channel inhibitors, primary screen, cell-based, HTS | Anoctamin-1 (Mus musculus), Q8BHY3 | HEK293 TMEM16A/YFP iodide influx fluorescence, ionomycin | normalized B-score (activity score, 25-100; higher = stronger inhibition) at 10 µM | hit rate 1.2% among 310,000;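 active = ratio plate-corrected score three or more library SD toward inhibition, starting fluorescence score within five deviations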;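 note: score derived from kinetic fluorescence span divided by baseline fluorescence per well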
TRPC6 inh: mouse TRPC6 channel inhibitors, primary screen, cell-based, HEK293, membrane potential dye. Short transient receptor potential channel 6 (Mus musculus), Q61143. hit rate 1.1% among 310,000. ACh-evoked depolarization; hits give low values. B-score at 10 µM;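 active = B-score under library mean minus 3 SD, initial fluorescence not abnormally high, positive integrated signal ratio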;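 note: B-score derived from integrated fluorescence ratio over the kinetic read; more negative B-score means stronger inhibition of depolarization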
SKKanGAS inh: S. pyogenes SKKanGAS growth inhibitors in kanamycin, primary screen, streptokinase expression inhibitor project, SKKanGAS strain, BacTiter-Glo luminescence; 6 h; inhibition, % at 7.5 µM; hit rate 1.3% among 300,000; AID 1662, 2009;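 active = mean replicate score, as percent of positive control median, at least 50; inconclusive = mean below 50 but one replicate at or above 50; inactive = mean and every replicate below 50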;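 note: strain carries kanamycin resistance gene driven by streptokinase promoter and grows in 40 µg/ml kanamycin; loss of luminescence reflects streptokinase promoter inhibition or plain growth inhibition; 0% = median of DMSO wells and 100% = positive control at its reference dose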
* marks the source's active call; other numbers are inactive results; i = inactive; u = inconclusive; x = not tested or not shown.

SMILES	RGS4 block	HDAC3 inh	MrgX1 allo act	RGS4 act	TMEM16A act	MrgX1 antagonist	MrgX1 ag	TRPC6 activator	TMEM16A inh	TRPC6 inh	SKKanGAS inh
Nc1cc(=O)[nH]c(SCCSc2ccc(F)cc2)n1	i	3	i	i	i	i	i	i	i	i	-1
CC(C)c1ccccc1OCC(=O)NCC(c1cccs1)N1CCOCC1 (centres undefined)	i	x	i	i	i	i	i	i	100*	i	2
Cc1ccc(CNC(=O)C2CC2c2ccccc2)cc1 (centres undefined)	i	-3	i	i	i	i	i	i	i	i	8
Nc1ccc(Cl)cc1C(=O)OCC(=O)NC1CCS(=O)(=O)C1 (centres undefined)	i	x	16*	i	i	i	i	i	i	i	-5
Cc1c(C(=O)N(Cc2ccccc2)Cc2cccnc2)cnn1-c1ccc(F)cc1	i	-5	i	i	i	i	i	i	i	i	-3
Cc1c(C(=O)O)nnn1-c1nonc1N	i	-5	i	i	i	i	i	i	i	i	-3
Cc1ccc(CS(=O)(=O)c2cn(CC(=O)Nc3ccon3)c3ccccc23)cc1	i	5	i	i	i	i	i	i	i	i	1
COc1ccc(-n2c(-c3ccc(OC)c(OC)c3)n[nH]c2=S)cc1	i	7	i	i	i	i	i	i	i	i	2
Cc1[nH]nc2c1C(c1ccc(N(C)C)cc1)C1=C(CC(C)(C)CC1=O)N2 (centres undefined)	i	2	i	i	i	i	i	i	i	i	7
COc1ccc(S(=O)(=O)N2CCSCC2)cc1	i	3	i	i	i	i	i	i	i	i	-2
COc1ccc(NC(=O)CCCn2c(=O)[nH]c3ccccc3c2=O)cc1	i	-6	i	i	i	i	i	i	i	i	-3
Cc1ccc(Cn2ccc(NC(=O)c3cc4nc(-c5ccco5)cc(C(F)(F)F)n4n3)n2)cc1	i	2	i	i	i	i	i	i	i	i	-5
c1ccc2c(c1)OCC(CNc1ncnc3sccc13)O2 (centres undefined)	i	-1	i	i	i	i	i	i	25*	i	-3
Cc1c([N+](=O)[O-])cc(C(=O)Oc2ccc(Br)cc2C(=S)N2CCCCC2)cc1[N+](=O)[O-]	i	2	i	i	i	i	i	i	i	i	8
Cc1ccccc1-c1nc(CN2CCC(C(=O)N3CCC(C(N)=O)CC3)CC2)c(C)o1	i	-1	i	i	i	i	i	i	i	i	2
COc1ccc2[nH]c(C)c(CCNC(=S)Nc3ccc(C)cc3)c2c1	i	u	i	i	i	i	i	i	i	i	-13
Cc1nn(Cc2ccc(Cl)c(Cl)c2)c(C)c1NC(=O)c1cn(-c2ccccc2)nc1-c1ccccc1	i	-5	i	i	i	i	i	i	i	i	14
O=C(O)C1=C[C@@H](c2ccc(C(F)(F)F)cc2)C[C@@H](OCCCCO)O1	i	10	i	i	i	i	i	i	i	i	-2
CC(C)(C)c1cc(C(=O)CCN2CCOCC2)cc(C(C)(C)C)c1O	i	0	i	i	i	i	i	i	i	i	1
Cc1ccc(S(=O)(=O)Cc2ccc(C(=O)N3CCCCC3C)cc2)cc1 (centres undefined)	i	-2	i	i	i	i	i	i	i	i	0
Cc1ccccc1Nc1nc(N)nc(CSc2nnc3ccccn23)n1	i	0	i	i	i	i	i	i	i	i	-3
Cc1ccc(C)c(NC(=S)N=Nc2c(O)n(C)c3ccc(S(=O)(=O)N4CCOCC4)cc23)c1	i	-7	i	i	i	i	i	i	i	i	-13
CCC(=O)N1c2ccccc2NC2=C(C(=O)CC(C)(C)C2)C1c1cccnc1 (centres undefined)	i	11	i	i	i	i	i	i	i	i	x
c1ccc(-c2noc(-c3ccc4ccccc4c3)n2)nc1	i	2	i	i	i	i	i	i	i	i	22

Entries of single compounds as entered above. Order of values: RGS4 block	HDAC3 inh	MrgX1 allo act	RGS4 act	TMEM16A act	MrgX1 antagonist	MrgX1 ag	TRPC6 activator	TMEM16A inh	TRPC6 inh	SKKanGAS inh
Shown for `Cc1ccccc1Nc1nc(N)nc(CSc2nnc3ccccn23)n1` = i	0	i	i	i	i	i	i	i	i	-3
Shown for `COc1ccc2[nH]c(C)c(CCNC(=S)Nc3ccc(C)cc3)c2c1` = i	u	i	i	i	i	i	i	i	i	-13

(next part)
SMILES	RGS4 block	HDAC3 inh	MrgX1 allo act	RGS4 act	TMEM16A act	MrgX1 antagonist	MrgX1 ag	TRPC6 activator	TMEM16A inh	TRPC6 inh	SKKanGAS inh
CC1(c2nnc(-c3ccccc3)o2)CC(c2ccc(F)cc2)=NO1 (centres undefined)	i	-4	i	i	i	i	i	i	i	i	-3
CC(=O)N1N=C(c2cccc(NS(=O)(=O)c3ccc(C)cc3)c2)CC1c1ccco1 (centres undefined)	i	-10	i	i	i	i	i	i	i	i	5
O=C(Nc1ccc(N2CCN(C(=O)c3ccccc3F)CC2)cc1)c1ncn[nH]1	i	-1	i	i	i	i	i	i	i	i	-6
CCOC(=O)C1CCC(CN(Cc2ccccc2)S(=O)(=O)c2ccc([N+](=O)[O-])cc2)CC1 (centres undefined)	i	6	i	i	i	i	i	i	i	i	5
CN(CCc1cnn(C)c1)Cc1nc(CC2CC2)no1	i	-3	i	i	i	i	i	i	i	i	-1
CCn1c(SCC(=O)N/N=C/c2ccc(C)o2)nnc1-c1ccccc1	i	11	i	i	i	i	i	i	i	i	-9
CCCN1CNC(=S)N(Cc2ccccc2)C1	i	5	i	i	i	i	i	i	i	i	-2
Cc1c(C(=O)Nc2c(C)n(C)n(-c3ccccc3)c2=O)oc2c(Cl)cccc12	i	1	i	i	i	i	i	i	i	i	-1
COc1ccc(-n2ccc(=O)c3c2CCCC3=O)cc1	i	-3	i	i	i	i	i	i	i	i	-1
COc1ccccc1N1CCN(C(=O)c2cc(=O)c3cc(C)cc(C)c3o2)CC1	i	3	i	i	i	i	i	i	i	i	2
CC(=O)c1ccc(NC2=C(N3CCOCC3)C(=O)c3ccccc3C2=O)cc1	i	u	i	i	i	i	i	i	i	i	0
S=c1[nH]nc(C2CCCCC2)o1	i	-6	i	i	i	i	i	i	i	i	1
NNC(=O)C(=O)NCCCN1CCOCC1	i	6	i	i	i	i	i	i	i	i	0
CCOc1cccc(NC(=O)C2CC(=O)N(c3ccc(F)cc3)C2)c1 (centres undefined)	i	0	i	i	i	i	i	i	i	i	8
Cc1ccsc1CNC(=O)c1c(-c2ccccc2)noc1C	i	-4	i	i	i	i	i	i	i	i	0
CCCC1(c2ccccc2)NC(=O)N(CC(=O)NCc2ccc(C)cc2)C1=O (centres undefined)	i	-3	i	i	i	i	i	i	i	i	7
Cc1cc[n+](CC(=O)Nc2cc(C(F)(F)F)ccc2Cl)cc1	i	1	i	i	i	i	i	i	i	i	-2
CCC(=O)c1ccc(N2CCN(C(=O)c3cccc(F)c3)CC2)c(F)c1	i	0	i	i	i	i	i	i	i	i	-5
O=C(Nc1cccc([N+](=O)[O-])c1)C1CC(=O)N(Cc2ccccc2)C1 (centres undefined)	i	0	i	i	i	i	i	i	i	i	5
C/C=C\C=C\C(=O)N1CC2(CC(c3cccc(NC(=O)CC)c3)=NO2)C[C@H]1C(N)=O (some centres undefined)	i	8	i	i	i	i	i	i	i	i	-1
CC(=O)Nc1cccc(OCC(=O)/C=C2\N(C)c3ccccc3C2(C)C)c1	i	0	7*	i	i	i	i	i	100*	i	-4
O=C(Cn1cc(F)c(=O)[nH]c1=O)NCCO	i	-5	i	i	i	i	i	i	i	i	-15
COc1ccc(CN2CCc3ccc(NC(=O)c4ccncc4)cc3C2)c(F)c1	i	4	i	i	i	i	i	i	i	i	50*
Cc1cc(Cl)ccc1OC(C)C(=O)NC(C)C1CCCO1 (centres undefined)	i	-3	i	i	i	i	i	i	i	i	-7
O=C(O)C(Cc1c[nH]c2ccccc12)NS(=O)(=O)c1ccccc1 (centres undefined)	i	-4	i	i	i	i	i	i	i	i	-5
CC(/C=N/N1C(=O)CSC1=S)=C\c1ccccc1	i	5	i	i	i	i	i	i	i	i	7
CNC(=O)Nc1ccc2snnc2c1	i	-4	i	i	i	i	i	i	i	i	-3
O=S1(=O)CCO[C@H]2Cc3ccccc3[C@H]2N1Cc1ccccc1Br	i	7	i	i	i	i	i	i	i	i	3
CCC(C)(C)NC(=O)C(Sc1ccccc1)c1ccccc1 (centres undefined)	i	-4	i	i	i	i	i	i	i	i	-7
Cc1ccc(S(=O)(=O)NCCCNc2ccc([N+](=O)[O-])cc2)cc1	i	6	i	i	i	i	i	i	i	i	-34
Nc1c(Cl)ncnc1N/N=C/c1ccnc2ccccc12	i	-3	i	i	i	i	i	i	i	i	-7
CCOC(=O)c1ccc(COC(=O)c2ccc(-c3nnc(-c4ccccc4)o3)cc2)o1	i	-3	i	i	i	i	i	i	i	i	3
CCC(C)NC(=S)Nc1ccccc1OC (centres undefined)	i	-3	i	i	i	i	i	i	i	i	-2
O=C(CCCN1C(=O)c2ccccc2C1=O)NC1CCCCCC1	i	-1	i	i	i	i	i	i	i	i	5
N#Cc1cc2cc3ccccc3nc2n2c(=O)c3ccccc3nc12	i	4	i	i	i	i	i	i	i	i	3
COc1cccc(CNCc2ccco2)c1O	i	x	x	i	i	x	x	i	x	i	0
COc1ccccc1C(CNC(=O)c1ccc(NS(=O)(=O)c2ccc3c(c2)OCCO3)cc1)N(C)C (centres undefined)	i	5	i	i	i	i	i	i	i	i	-6
Cc1ccc2nc(NCc3ccccc3)c(C=NCc3cccnc3)c(=O)n2c1	i	x	i	i	i	i	i	i	i	i	3
Cc1c([N+](=O)[O-])c(C(=O)Sc2ccc(Br)cc2)nn1C	i	5	i	i	i	i	i	i	i	i	0
CCc1ccccc1NC1=NCC(=O)N1Cc1ccc(OC)cc1	i	-5	i	i	i	i	i	i	i	i	0
